NadD inh: blocks S. aureus nicotinate mononucleotide adenylyltransferase | purified NadD enzyme, colorimetric absorbance read-out | inhibition, % at 20 µM | 360,000 compounds, 0.78% hits | AID 602399; in the data active = inhibition above about 26%; also: some compounds past the cut are filed as inactive
MT1-MMP act inh: inhibitors of human MT1-MMP activation; HT1080 RFP-PRO-GFP cells, GFP/RFP ratio fluorescence, overnight; percent of plate control window, DMSO zero; AID 651647; 360,000 compounds, 0.061% hits; GFP/RFP ratio change, % at 20 µM;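 active = GFP/RFP ratio change of at least 30% with cell ATP level not reduced by more than half and red fluorescence within 50% of control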; also: strong numbers were not always called active
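Assay system: HT1080 cells carrying an RFP-PRO-GFP reporter | Dosing: Single dose of 20 µM compound, 1% DMSO final | Incubation: Cells overnight before dosing, compound overnight, 37 °C, 5% CO2 | Evaluation: GFP/RFP fluorescence ratio | Control set: DMSO and RFP-L50D-GFP cell wells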
Rin1 Abl inh: inhibitors of human Rin1-Abl protein interaction; TR-FRET Rin1/Abl binding, biochemical; inhibition, % at 7.35 µM; 360,000 compounds, 0.4% hits; in the data active = inhibition above about 5%, passing the limit was not always enough
Target sequence (P00519 whole entry, looked up): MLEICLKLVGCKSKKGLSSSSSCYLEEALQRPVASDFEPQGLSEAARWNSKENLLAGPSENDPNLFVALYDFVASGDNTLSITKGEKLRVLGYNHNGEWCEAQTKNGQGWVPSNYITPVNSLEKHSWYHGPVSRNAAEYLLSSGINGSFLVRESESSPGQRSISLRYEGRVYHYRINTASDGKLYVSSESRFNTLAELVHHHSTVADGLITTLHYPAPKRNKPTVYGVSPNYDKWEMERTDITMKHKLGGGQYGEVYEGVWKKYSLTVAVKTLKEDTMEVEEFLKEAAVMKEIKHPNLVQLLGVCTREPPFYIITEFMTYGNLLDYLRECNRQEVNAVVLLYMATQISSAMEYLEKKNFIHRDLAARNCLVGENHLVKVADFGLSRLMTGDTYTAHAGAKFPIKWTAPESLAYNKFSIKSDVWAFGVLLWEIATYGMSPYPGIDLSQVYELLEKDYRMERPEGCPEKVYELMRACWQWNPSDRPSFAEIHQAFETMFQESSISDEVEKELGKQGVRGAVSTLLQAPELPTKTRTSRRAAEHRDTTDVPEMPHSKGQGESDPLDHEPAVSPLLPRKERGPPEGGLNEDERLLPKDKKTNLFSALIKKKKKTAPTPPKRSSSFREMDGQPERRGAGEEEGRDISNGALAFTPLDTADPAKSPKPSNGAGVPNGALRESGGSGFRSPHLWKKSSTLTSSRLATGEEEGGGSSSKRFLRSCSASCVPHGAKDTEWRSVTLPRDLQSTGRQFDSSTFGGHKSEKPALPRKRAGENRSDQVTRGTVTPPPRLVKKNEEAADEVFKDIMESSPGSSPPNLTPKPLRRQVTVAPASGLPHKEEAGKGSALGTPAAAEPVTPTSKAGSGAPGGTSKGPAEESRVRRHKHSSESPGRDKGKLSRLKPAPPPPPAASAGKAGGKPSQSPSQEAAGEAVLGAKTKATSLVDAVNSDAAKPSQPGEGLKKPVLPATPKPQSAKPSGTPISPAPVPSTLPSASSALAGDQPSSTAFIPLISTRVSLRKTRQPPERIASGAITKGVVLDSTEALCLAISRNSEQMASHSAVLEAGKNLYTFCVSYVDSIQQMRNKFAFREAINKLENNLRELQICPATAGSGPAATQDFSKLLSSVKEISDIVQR
Target sequence (Q13671 whole entry, looked up): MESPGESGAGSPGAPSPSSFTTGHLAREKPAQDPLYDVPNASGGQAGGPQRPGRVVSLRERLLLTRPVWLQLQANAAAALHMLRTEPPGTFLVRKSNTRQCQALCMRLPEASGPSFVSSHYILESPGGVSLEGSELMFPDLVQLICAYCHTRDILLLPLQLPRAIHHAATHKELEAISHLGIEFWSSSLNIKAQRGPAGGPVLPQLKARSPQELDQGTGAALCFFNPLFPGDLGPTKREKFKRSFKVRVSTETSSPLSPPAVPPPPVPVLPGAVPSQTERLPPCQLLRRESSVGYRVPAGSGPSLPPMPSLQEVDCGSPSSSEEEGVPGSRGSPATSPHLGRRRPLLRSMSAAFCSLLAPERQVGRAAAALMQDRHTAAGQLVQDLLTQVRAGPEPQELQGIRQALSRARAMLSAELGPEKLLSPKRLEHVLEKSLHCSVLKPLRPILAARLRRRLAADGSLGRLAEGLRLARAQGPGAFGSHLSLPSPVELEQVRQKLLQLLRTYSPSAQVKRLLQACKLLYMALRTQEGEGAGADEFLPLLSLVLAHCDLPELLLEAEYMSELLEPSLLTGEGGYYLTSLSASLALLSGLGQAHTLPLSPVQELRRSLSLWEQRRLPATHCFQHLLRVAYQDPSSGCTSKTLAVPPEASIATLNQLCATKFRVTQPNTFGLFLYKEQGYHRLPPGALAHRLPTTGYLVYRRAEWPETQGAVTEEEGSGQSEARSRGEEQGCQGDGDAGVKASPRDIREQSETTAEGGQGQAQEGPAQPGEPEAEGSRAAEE
SKN-1 block: blocks SKN-1 activity in C. elegans | 360,000 compounds, 0.49% hits | C. elegans VP596 Pgst-4::GFP/RFP ratio, acrylamide-induced, 24 h | inhibition, % at 21.8 µM;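 active = interference check ratio from 0.5 to 1.5 plus GFP to RFP signal ratio inhibition reaching or exceeding a fixed threshold, cut at about 30% in these data, passing the limit was not always enough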; also: some compounds called inactive have numbers as strong as hits
Neddyl block: blocks human cullin neddylation. P61081+Q13564. TR-FRET cullin neddylation, biochemical. calls only at 25 µM. 360,000 compounds, 0.58% hits. AID 651699; in the data active = inhibition above about 36%
Rpn11 inh: inhibitors of human proteasome Rpn11; O00487; calls only at 20 µM; AID 588493; human 26S proteasome, Ub4-pepOG fluorescence polarization; 20S core pre-blocked with epoxomicin; 360,000 compounds, 0.59% hits;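 active = inhibition at 20 µM, scaled to each plate's controls, above about 33%, limit read from the data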
CSN deneddyl inh: inhibitors of human CSN-mediated cullin deneddylation | Purified CSN, SCF-Nedd8-OG deneddylation, fluorescence polarization | inhibition, % at 12.5 µM | 360,000 compounds, 0.38% hits;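 active = pattern-corrected inhibition above about 35%, with an unprinted fluorescence ratio check between 0.5 and 1.5, limit read from the data, passing the limit was not always enough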;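 also: 0% = enzyme with substrate and 100% = substrate without enzyme; some results filed as inactive read as strong as hits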
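assay system = purified human Csn5 enzyme expressed in HEK293T cells | amount = 0.24 nM enzyme | buffer or medium = Tris/NaCl/DTT buffer, pH 7.5 | reagent = 10 nM SCFSkp2-Nedd8OG | compound = one concentration, 12.5 µM, 0.25% DMSO | times = 90 min reaction at room temperature | signal = FP | read-out basis = % inhibition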
MLLE-PAM2 inh: inhibitors of microRNA-mediated deadenylation, human PABP1 MLLE binding. P11940. GST-MLLE / FITC-PAM2 fluorescence polarization. inhibition, % at 20 µM. 360,000 compounds, 0.36% hits. AID 588489; in the data active = inhibition above about 35%, passing the limit was not always enough;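 also: plate controls were DMSO wells with GST-MLLE for no effect and wells lacking GST-MLLE protein for full effect; some results filed as inactive read as strong as hits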
FAS-TE inh: FAS thioesterase (human) inhibition | recombinant FAS-TE, OMFH fluorogenic substrate, fluorescence endpoint | 360,000 compounds, 0.67% hits | inhibition, % at 15 µM | P49327;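 active = compounds whose normalised, plate-corrected inhibition of enzyme fluorescence in the single-dose primary screen is 50% or more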;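 also: 0% = DMSO with enzyme and 100% = substrate without enzyme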
* = called active by the depositor.

What do the screens show for `CCn1c(O)c(/C=N/N2CCOCC2)c(=O)n(CC)c1=S`?
NadD inh: -2; MT1-MMP act inh: -4; Rin1 Abl inh: 1; SKN-1 block: -4; Neddyl block: inactive; Rpn11 inh: inactive; CSN deneddyl inh: 0; MLLE-PAM2 inh: -16; FAS-TE inh: -3

What do the screens show for `Cc1ccccc1N1C(=O)CC(=O)N(c2ccccc2C)C1=O`?
NadD inh: 6; MT1-MMP act inh: -12; Rin1 Abl inh: 1; SKN-1 block: 3; Neddyl block: inactive; Rpn11 inh: inactive; CSN deneddyl inh: -4; MLLE-PAM2 inh: -25; FAS-TE inh: -8

Results for Cc1cc2ccccc2c(=O)n1CC(=O)NCC(=O)N1CCC2(CC1)OCCO2 ?
NadD inh: -3; MT1-MMP act inh: 4; Rin1 Abl inh: 3; SKN-1 block: -4; Neddyl block: inactive; Rpn11 inh: inactive; CSN deneddyl inh: 1; MLLE-PAM2 inh: 3; FAS-TE inh: -3

What do the screens show for `CN1CC(C#N)C2(O)c3ccccc3CCC2C1` (centres undefined)?
NadD inh: 0; MT1-MMP act inh: 1; Rin1 Abl inh: 3; SKN-1 block: -2; Neddyl block: inactive; Rpn11 inh: inactive; CSN deneddyl inh: 1; MLLE-PAM2 inh: 0; FAS-TE inh: -5

Results for COC(=O)C1=CO[C@@H](C)[C@@H]2CN3CC[C@]4(C(=O)Nc5ccccc54)[C@@H]3C[C@H]12 ?
NadD inh: -4; MT1-MMP act inh: 0; Rin1 Abl inh: 1; SKN-1 block: -3; Neddyl block: inactive; Rpn11 inh: inactive; CSN deneddyl inh: 3; MLLE-PAM2 inh: 3; FAS-TE inh: -5

What do the screens show for `CC1(c2ccc(Cl)cc2Cl)OCC(Cn2cncn2)O1` (centres undefined)?
NadD inh: 1; MT1-MMP act inh: -5; Rin1 Abl inh: -1; SKN-1 block: 1; Neddyl block: inactive; Rpn11 inh: inactive; CSN deneddyl inh: -11; MLLE-PAM2 inh: 8; FAS-TE inh: -4

Results for COc1ccc(C(=O)C2CCCN(CCc3ccccc3)C2)cc1OC (centres undefined) ?
NadD inh: -7; MT1-MMP act inh: 6; Rin1 Abl inh: 1; SKN-1 block: -18; Neddyl block: inactive; Rpn11 inh: inactive; CSN deneddyl inh: 0; MLLE-PAM2 inh: 5; FAS-TE inh: -3

Results for C=CCCC[C@@H]1OC(=O)CNC(=O)C([C@@H](C)CC)NC(=O)[C@@H]2CCCN2C(=O)C([C@@H](C)CC)OC(=O)[C@H](Cc2ccccc2)N(C)C(=O)[C@H](C(C)C)NC(=O)C1(C)C (some centres undefined) ?
NadD inh: -1; MT1-MMP act inh: -25; Rin1 Abl inh: 3; SKN-1 block: 2; Neddyl block: inactive; Rpn11 inh: inactive; CSN deneddyl inh: 0; MLLE-PAM2 inh: 6; FAS-TE inh: 15

How did C=CCn1c(C)c(C=C2C(=O)NC(=O)NC2=O)c2ccccc21 do in these assays?
NadD inh: -2; MT1-MMP act inh: 2; Rin1 Abl inh: -2; SKN-1 block: 40*; Neddyl block: inactive; Rpn11 inh: inactive; CSN deneddyl inh: 3; MLLE-PAM2 inh: 4; FAS-TE inh: -2

How did C=C1[C@@H](C)[C@H]2[C@H](Cc3ccccc3)NC(=O)[C@]23OC(=O)/C=C/[C@H](O)CCC[C@@H](C)C/C=C/[C@H]3[C@@H]1O do in these assays?
NadD inh: 0; MT1-MMP act inh: 10; Rin1 Abl inh: 0; SKN-1 block: 7; Neddyl block: inactive; Rpn11 inh: inactive; CSN deneddyl inh: -4; MLLE-PAM2 inh: -1; FAS-TE inh: 1

How did COc1ccc2c(c1)C13CCCC[C@@H]1C(C2)N(C)CC3 (some centres undefined) do in these assays?
NadD inh: -5; MT1-MMP act inh: -14; Rin1 Abl inh: -3; SKN-1 block: 2; Neddyl block: inactive; Rpn11 inh: inactive; CSN deneddyl inh: -5; MLLE-PAM2 inh: 9; FAS-TE inh: -3

Results for O=C(/C=C/C=C/c1ccccc1)CC1(O)C(=O)Nc2ccccc21 (centres undefined) ?
NadD inh: 4; MT1-MMP act inh: -13; Rin1 Abl inh: 1; SKN-1 block: 25; Neddyl block: inactive; Rpn11 inh: inactive; CSN deneddyl inh: -1; MLLE-PAM2 inh: -9; FAS-TE inh: 0

What do the screens show for `COC(=O)C1=C(c2ccc(F)cc2F)C[C@@H]2CC[C@H]1N2C(=O)NCCCOC(C)C`?
NadD inh: 1; MT1-MMP act inh: 1; Rin1 Abl inh: 2; SKN-1 block: -9; Neddyl block: inactive; Rpn11 inh: inactive; CSN deneddyl inh: -6; MLLE-PAM2 inh: 8; FAS-TE inh: -12

Results for Cc1c(C(=O)O)cccc1-n1c(C)cc(/C=C2\C(=O)NC(=O)N(c3ccc4c(c3)OCO4)C2=O)c1C ?
NadD inh: 1; MT1-MMP act inh: 0; Rin1 Abl inh: 3; SKN-1 block: 11; Neddyl block: inactive; Rpn11 inh: inactive; CSN deneddyl inh: 4; MLLE-PAM2 inh: 14; FAS-TE inh: 2

How did Cc1cc(OCC(=O)N[C@@H](Cc2ccccc2)C(=O)O)c2c3c(c(=O)oc2c1)CCCC3 do in these assays?
NadD inh: 4; MT1-MMP act inh: 0; Rin1 Abl inh: 0; SKN-1 block: -1; Rpn11 inh: inactive; CSN deneddyl inh: 0; MLLE-PAM2 inh: 15; FAS-TE inh: 6

How did CCC(=NCc1cccnc1)c1c(O)n(-c2ccc(Cl)cc2)c(=O)[nH]c1=O do in these assays?
NadD inh: 2; MT1-MMP act inh: 0; Rin1 Abl inh: -2; SKN-1 block: 7; Neddyl block: inactive; Rpn11 inh: inactive; CSN deneddyl inh: 0; MLLE-PAM2 inh: 8; FAS-TE inh: -1

Results for COc1ccc(-n2c(O)c(/C(C)=N/N3CCCCCC3)c(=O)[nH]c2=O)cc1 ?
NadD inh: -4; MT1-MMP act inh: -1; Rin1 Abl inh: 1; SKN-1 block: -1; Neddyl block: inactive; Rpn11 inh: inactive; CSN deneddyl inh: 0; MLLE-PAM2 inh: -2; FAS-TE inh: 1

How did O=C(Cc1ccccc1)N1CCN(Cc2ccc([N+](=O)[O-])cc2)CC1 do in these assays?
NadD inh: 5; MT1-MMP act inh: 4; Rin1 Abl inh: -8; SKN-1 block: -6; Neddyl block: inactive; Rpn11 inh: inactive; CSN deneddyl inh: -2; MLLE-PAM2 inh: -3; FAS-TE inh: -5

What do the screens show for `COC(=O)c1cc(C(O)(C(=O)OC)C(F)(F)F)c(/N=C/N(C)C)s1` (centres undefined)?
NadD inh: -5; MT1-MMP act inh: -1; Rin1 Abl inh: 2; SKN-1 block: 0; Neddyl block: inactive; Rpn11 inh: inactive; CSN deneddyl inh: -5; MLLE-PAM2 inh: 3; FAS-TE inh: -6

Results for O=C1C(=Cc2ccccc2)N2CCC1CC2 ?
NadD inh: 4; MT1-MMP act inh: -5; Rin1 Abl inh: 1; SKN-1 block: -21; Neddyl block: inactive; Rpn11 inh: inactive; CSN deneddyl inh: -6; MLLE-PAM2 inh: -6; FAS-TE inh: 2

How did CC(Cc1ccccc1)[n+]1cc(/N=C(\[O-])N(C)C)on1 (centres undefined) do in these assays?
NadD inh: -2; MT1-MMP act inh: 4; Rin1 Abl inh: 1; SKN-1 block: 0; Neddyl block: inactive; Rpn11 inh: inactive; CSN deneddyl inh: -5; MLLE-PAM2 inh: 7; FAS-TE inh: -6

How did COC(=O)C1=C(c2c(C)noc2C)C[C@@H]2CC[C@H]1N2C(=O)NCCOc1ccc(OC)cc1 do in these assays?
NadD inh: -4; MT1-MMP act inh: -4; Rin1 Abl inh: 2; SKN-1 block: -4; Neddyl block: inactive; Rpn11 inh: inactive; CSN deneddyl inh: -3; MLLE-PAM2 inh: 9; FAS-TE inh: -8

How did O=C(c1ccc2c(c1)ncn2C1CCCCCC1)N1CCC2(CC1)OCCO2 do in these assays?
NadD inh: -6; MT1-MMP act inh: -1; Rin1 Abl inh: 3; SKN-1 block: 1; Neddyl block: inactive; Rpn11 inh: inactive; CSN deneddyl inh: -3; MLLE-PAM2 inh: 10; FAS-TE inh: -9

How did CCNC(=S)N1CCn2cccc2C1c1cccnc1 (centres undefined) do in these assays?
NadD inh: -1; MT1-MMP act inh: -2; Rin1 Abl inh: 3; SKN-1 block: 6; Neddyl block: inactive; Rpn11 inh: inactive; CSN deneddyl inh: -2; MLLE-PAM2 inh: -72; FAS-TE inh: -3

How did COC(=O)NC(=C(Cl)Cl)P(=O)(c1ccccc1)c1ccccc1 do in these assays?
NadD inh: 2; MT1-MMP act inh: -3; Rin1 Abl inh: 5; SKN-1 block: 7; Neddyl block: inactive; Rpn11 inh: inactive; CSN deneddyl inh: 2; MLLE-PAM2 inh: 24; FAS-TE inh: -3

How did COc1cc2nc(CN3CC=C(c4ccccc4)CC3)[nH]c(=O)c2cc1OC do in these assays?
NadD inh: -1; MT1-MMP act inh: -11; Rin1 Abl inh: -3; SKN-1 block: -15; Neddyl block: inactive; Rpn11 inh: inactive; CSN deneddyl inh: 9; MLLE-PAM2 inh: -14; FAS-TE inh: 4

What do the screens show for `CCC(=O)N1N=C2C3CCN(CC3)C2C1c1ccc(C)cc1` (centres undefined)?
NadD inh: -1; Rin1 Abl inh: -5; SKN-1 block: 3; Neddyl block: inactive; Rpn11 inh: inactive; CSN deneddyl inh: -10; MLLE-PAM2 inh: 1; FAS-TE inh: -9

Results for CC(C)CCN1CCN(Cc2c(F)cccc2Cl)CC1CCO (centres undefined) ?
NadD inh: -1; MT1-MMP act inh: -1; Rin1 Abl inh: 1; SKN-1 block: 3; Neddyl block: inactive; Rpn11 inh: inactive; CSN deneddyl inh: -1; MLLE-PAM2 inh: -11; FAS-TE inh: -10

How did Cc1nn(Cc2ccc(Cl)cc2Cl)c(Cl)c1C(=O)Nc1ccc(OC(F)F)cc1 do in these assays?
NadD inh: -2; MT1-MMP act inh: 0; Rin1 Abl inh: -3; SKN-1 block: 1; Neddyl block: inactive; Rpn11 inh: inactive; CSN deneddyl inh: -5; MLLE-PAM2 inh: -13; FAS-TE inh: 1

Results for COc1cccc(-c2nc3ccc(N4CCN(C)CC4)cc3[nH]2)c1 ?
NadD inh: -6; MT1-MMP act inh: -10; Rin1 Abl inh: 0; SKN-1 block: -8; Rpn11 inh: inactive; CSN deneddyl inh: 6; MLLE-PAM2 inh: 1; FAS-TE inh: -6

Among those listed so far, three have sulfur.
What do the screens show for `CCn1c(O)c(/C=N/N2CCOCC2)c(=O)n(CC)c1=S`?
NadD inh: -2; MT1-MMP act inh: -4; Rin1 Abl inh: 1; SKN-1 block: -4; Neddyl block: inactive; Rpn11 inh: inactive; CSN deneddyl inh: 0; MLLE-PAM2 inh: -16; FAS-TE inh: -3

What do the screens show for `COC(=O)c1cc(C(O)(C(=O)OC)C(F)(F)F)c(/N=C/N(C)C)s1` (centres undefined)?
NadD inh: -5; MT1-MMP act inh: -1; Rin1 Abl inh: 2; SKN-1 block: 0; Neddyl block: inactive; Rpn11 inh: inactive; CSN deneddyl inh: -5; MLLE-PAM2 inh: 3; FAS-TE inh: -6

How did CCNC(=S)N1CCn2cccc2C1c1cccnc1 (centres undefined) do in these assays?
NadD inh: -1; MT1-MMP act inh: -2; Rin1 Abl inh: 3; SKN-1 block: 6; Neddyl block: inactive; Rpn11 inh: inactive; CSN deneddyl inh: -2; MLLE-PAM2 inh: -72; FAS-TE inh: -3

Only part of the results is shown; the hit share may differ from the screen's.
